Assay outcomes deposited in PubChem by The Scripps Research Institute Molecular Screening Center.
MITF primary = blocks human microphthalmia-associated transcription factor | O75030 | AlphaScreen MITF homodimerization, bead proximity signal | inhibition, % at 2.6 µM | 650,000 compounds, 0.91% hits; in the data active = inhibition above about 50%;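 note: 0% = vehicle wells with protein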
Target sequence (O75030 whole entry, looked up): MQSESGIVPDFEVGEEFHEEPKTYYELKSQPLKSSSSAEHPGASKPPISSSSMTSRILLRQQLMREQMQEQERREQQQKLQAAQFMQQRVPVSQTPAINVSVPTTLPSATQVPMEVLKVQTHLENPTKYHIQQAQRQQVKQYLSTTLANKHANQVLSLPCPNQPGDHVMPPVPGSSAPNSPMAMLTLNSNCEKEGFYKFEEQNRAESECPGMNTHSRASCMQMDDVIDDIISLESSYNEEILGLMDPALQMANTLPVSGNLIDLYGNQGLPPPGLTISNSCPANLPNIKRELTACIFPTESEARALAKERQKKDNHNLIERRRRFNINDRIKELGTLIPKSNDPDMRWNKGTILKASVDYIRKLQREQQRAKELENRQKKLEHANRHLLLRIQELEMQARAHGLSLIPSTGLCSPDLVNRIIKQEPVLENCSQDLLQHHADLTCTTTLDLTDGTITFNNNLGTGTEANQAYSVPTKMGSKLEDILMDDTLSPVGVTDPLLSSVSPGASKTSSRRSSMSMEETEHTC
TEAD-YAP block = TEAD-YAP interaction inhibition. HEK-TIYL cells, TEAD-Gal4/YAP UAS-luciferase luminescence. inhibition, % at 9.12 µM. 640,000 compounds, 1.4% hits. AID 1259422; in the data active = inhibition above about 32%;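 note: 0% = median of test compound wells and 100% = reference inhibitor wells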
FBW7 act = human FBW7 E3 ligase activation, primary screen | Q969H0 | AlphaScreen FBW7–phospho-cyclin E peptide binding, activator screen | normalized activity (activation), % at 26.1 µM | 650,000 compounds, 0.13% hits; in the data active = normalized activity above about 1.9%;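 note: purified mutant Fbw7 with reduced substrate affinity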
GPR151 activ = activators of human GPR151; Q8TDV0; PathHunter beta-arrestin GPR151 cells, luminescence; activation, % at 11.2 µM; 650,000 compounds, 1% hits; AID 1508602; in the data active = activation above about 4.9%;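 note: 0% = median of compound wells and 100% = cells with positive control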
Target sequence (Q8TDV0 whole entry, looked up): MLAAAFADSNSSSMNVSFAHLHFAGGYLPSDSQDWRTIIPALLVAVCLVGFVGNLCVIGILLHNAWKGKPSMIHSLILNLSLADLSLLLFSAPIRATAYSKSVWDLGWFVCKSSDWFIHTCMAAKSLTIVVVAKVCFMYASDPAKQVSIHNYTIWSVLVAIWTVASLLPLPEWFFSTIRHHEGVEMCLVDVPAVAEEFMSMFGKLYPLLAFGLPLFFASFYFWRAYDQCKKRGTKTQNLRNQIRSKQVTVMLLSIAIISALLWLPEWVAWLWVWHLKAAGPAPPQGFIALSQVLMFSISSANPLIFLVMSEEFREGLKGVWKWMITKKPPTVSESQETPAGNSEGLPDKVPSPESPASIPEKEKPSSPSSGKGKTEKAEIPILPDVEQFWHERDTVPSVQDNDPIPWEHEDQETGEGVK
Active calls of the source: *.

O=C(NC(=S)Nc1cccc([N+](=O)[O-])c1)C1CCCC1 was read as MITF primary 13, TEAD-YAP block 0, FBW7 act -0.2 and GPR151 activ 1.1.
`CCOCCOC(=O)C1=C(C)NC2=C(C(=O)CC(c3ccccc3)C2)C1c1cc(OC)ccc1OC` (stereo not given) gave MITF primary -3, TEAD-YAP block 9, FBW7 act -0.2 and GPR151 activ 0.3.
Screening N#Cc1c(NC(=O)C(C(F)(F)F)C(F)(F)F)sc2c1CCCC2 returned MITF primary -7, TEAD-YAP block 0, FBW7 act 0.7 and GPR151 activ -0.5.
For Cc1c(C(C)NC(=O)C[n+]2cc(=O)o[nH]2)cnn1-c1cccc2ccccc12 (stereo not given) the results were MITF primary 12, TEAD-YAP block 13, FBW7 act 0.1 and GPR151 activ -0.9.
Screening COCCNC(=O)c1cc2c(-c3ccc(Cl)cc3)nn(C)c2s1 returned MITF primary -6, TEAD-YAP block 0, FBW7 act -0.1 and GPR151 activ 0.4.
Screening O=C(O)CC(CN1C(=O)C(=O)/C(=C(/O)c2ccccc2)C1c1ccc(Cl)cc1)c1ccccc1 (stereo not given) returned MITF primary 8, TEAD-YAP block 12, FBW7 act -0.1 and GPR151 activ -0.5.
For CC(O)c1nc2ccc([N+](=O)[O-])cc2[nH]1 (stereo not given) the results were MITF primary 12, TEAD-YAP block 3, FBW7 act 0.1 and GPR151 activ -0.2.
`CCOC(=O)N1CCC(N(CCOC)C(=S)Nc2cccc(Cl)c2)CC1` gave MITF primary 7, TEAD-YAP block 7, FBW7 act 0.3 and GPR151 activ 2.2.
Screening CCN(CC)S(=O)(=O)c1cc(C(=O)OCc2nc3ccccc3s2)ccc1C returned MITF primary 6, TEAD-YAP block -8, FBW7 act 0.2 and GPR151 activ 3.6.
Screening CCOC(=O)N1CCN(S(=O)(=O)c2ccc(C(=O)Nc3nc(-c4cccs4)cs3)cc2)CC1 returned MITF primary 18, TEAD-YAP block -5, FBW7 act 0.2 and GPR151 activ -2.1.
For Cc1nc2c(-c3cccs3)c(C)[nH]n2c(=O)c1C the results were MITF primary 6, TEAD-YAP block 5, FBW7 act 0.2 and GPR151 activ 1.5.
O=C(CCn1c(SCC(=O)Nc2ccccc2Cl)nc2ccccc2c1=O)NCc1ccc(F)cc1 was read as MITF primary 8, TEAD-YAP block 9, FBW7 act 0.1 and GPR151 activ 0.7.

A portion of the results above, as a working copy:
O=C(NC(=S)Nc1cccc([N+](=O)[O-])c1)C1CCCC1 was read as MITF primary 13, TEAD-YAP block 0, FBW7 act -0.2 and GPR151 activ 1.1.
`CCOCCOC(=O)C1=C(C)NC2=C(C(=O)CC(c3ccccc3)C2)C1c1cc(OC)ccc1OC` (stereo not given) gave MITF primary -3, TEAD-YAP block 9, FBW7 act -0.2 and GPR151 activ 0.3.
Screening N#Cc1c(NC(=O)C(C(F)(F)F)C(F)(F)F)sc2c1CCCC2 returned MITF primary -7, TEAD-YAP block 0, FBW7 act 0.7 and GPR151 activ -0.5.

The listing continues.
`CCOC(=O)C1CCN(C(=O)C2c3ccccc3C(=O)N(C3CCCCC3)C2c2ccc(OC)cc2)CC1` (stereo not given) gave MITF primary -9, TEAD-YAP block -1, FBW7 act 0.1 and GPR151 activ -0.6.
`O=C(NCCCN1CCCC1=O)c1csc(Br)n1` gave MITF primary 8, TEAD-YAP block -5, FBW7 act 0.1 and GPR151 activ -1.1.
`O=C(Nc1ccc(S(=O)(=O)Nc2nccs2)cc1)c1ccc(Br)cc1` gave MITF primary 6, TEAD-YAP block -7, FBW7 act 0.0 and GPR151 activ 1.4.
Screening O=c1[nH]c2ccc(S(=O)(=O)N3CCN(c4ccccn4)CC3)cc2s1 returned MITF primary -5, TEAD-YAP block -13, FBW7 act 0.1 and GPR151 activ 5.1*.
Screening N#Cc1cc([N+](=O)[O-])ccc1NCCCN1CCCC1=O returned MITF primary 3, TEAD-YAP block 8, FBW7 act -0.1 and GPR151 activ -0.9.
`CCOC(=O)C1=C(C)N=c2s/c(=C\c3ccc(-c4ccc(C)cc4[N+](=O)[O-])o3)c(=O)n2C1c1ccccc1` (stereo not given) gave MITF primary 3, TEAD-YAP block 1, FBW7 act 0.1 and GPR151 activ -1.4.
`CCOC(=O)c1c(-c2cccs2)csc1NC1=NS(=O)(=O)c2ccccc21` gave MITF primary 2, TEAD-YAP block -3, FBW7 act -0.1 and GPR151 activ 0.6.
COc1ccc(/C=N/NC(=O)C(=O)Nc2ccc(F)cc2)c(OC)c1 was read as MITF primary 23, TEAD-YAP block -1, FBW7 act 0.1 and GPR151 activ 0.3.
CC1(C)CC(=O)C(N=Nc2ccc3c(c2)OCCO3)=C(O)C1 was read as MITF primary 16, TEAD-YAP block -38, FBW7 act -0.2 and GPR151 activ -3.1.
`CC1(C)CC(=O)C(N=Nc2cc(C(N)=O)c(Cl)cc2Cl)=C(O)C1` gave MITF primary -8, TEAD-YAP block -1, FBW7 act 0.0 and GPR151 activ -0.6.
`O=C(NC1CCCCC1)C1CCC(Cn2c(=S)[nH]c3ccsc3c2=O)CC1` (stereo not given) gave MITF primary -8, TEAD-YAP block 4, FBW7 act 0.2 and GPR151 activ 0.9.
For O=C(NNS(=O)(=O)c1cccs1)C12CC3CC(CC(C3)C1)C2 the results were MITF primary -9, TEAD-YAP block 2, FBW7 act 0.0 and GPR151 activ 0.6.
`CC1=C(C(=O)OCCOc2ccccc2)C(c2ccccc2Br)C2=C(CCCC2=O)N1` (stereo not given) gave MITF primary 0, TEAD-YAP block 7, FBW7 act 0.0 and GPR151 activ -0.6.
`CC(=O)N1CCc2cc(N=Cc3ccccc3O)ccc21` gave MITF primary 5, TEAD-YAP block -6, FBW7 act 0.1 and GPR151 activ -0.2.
For O=C(CNC(=O)C12CC3CC(CC(C3)C1)C2)N/N=C\c1ccco1 the results were MITF primary 8, TEAD-YAP block -3, FBW7 act 0.4 and GPR151 activ -0.9.
CC(=O)Nc1ccc(S(=O)(=O)NCC2CCCO2)cc1 (stereo not given) was read as MITF primary 5, TEAD-YAP block -2, FBW7 act 0.4 and GPR151 activ -1.0.
O=C(O)CCc1ccc(-c2ccc(Br)cc2)[nH]1 was read as MITF primary -4, TEAD-YAP block -4, FBW7 act -0.1 and GPR151 activ 0.5.
Screening COc1ccc(C2=NN(S(=O)(=O)c3ccc(C)cc3)C(c3ccc(Br)cc3)C2)cc1 (stereo not given) returned MITF primary 15, TEAD-YAP block -2, FBW7 act -0.1 and GPR151 activ -0.1.
`Nc1ccc(-c2nc3cc(N)ccc3o2)cc1` gave MITF primary 7, TEAD-YAP block 49*, FBW7 act 0.3 and GPR151 activ -4.4.
Cc1nc2nc(NCc3ccccc3)nn2c(C)c1Cl was read as MITF primary 2, TEAD-YAP block -6, FBW7 act 0.1 and GPR151 activ -0.3.
COc1ccccc1C(=O)OCC(=O)Nc1ccc(C#N)cc1 was read as MITF primary 17, TEAD-YAP block -9, FBW7 act 0.4 and GPR151 activ 6.1*.
`O=C(NCCCN1CCCCCC1)c1cn(-c2ccc(F)cc2F)c(=O)c2ccccc12` gave MITF primary -21, TEAD-YAP block 2, FBW7 act -0.1 and GPR151 activ -0.9.
`Cc1c(C(=O)NC(C)C)sc2ncnc(N3CCCCC3)c12` gave MITF primary 3, TEAD-YAP block 5, FBW7 act 0.2 and GPR151 activ 2.1.
For COc1ccc(-c2nc(NCc3cccc(C(F)(F)F)c3)c3ncn(-c4ccccc4)c3n2)cc1 the results were MITF primary 22, TEAD-YAP block -1, FBW7 act -0.1 and GPR151 activ -3.1.
Screening C/C(=N\NC(=O)c1cc(Br)ccc1O)c1cccs1 returned MITF primary 14, TEAD-YAP block -19, FBW7 act 0.1 and GPR151 activ -0.6.
`Cc1n[nH]c(C)c1CCN(C)c1nncc(-c2ccc(C(F)(F)F)cc2)n1` gave MITF primary 4, TEAD-YAP block 7, FBW7 act 0.0 and GPR151 activ 3.6.
`CN(C)CCNC(=O)c1cc2sc3ccccc3c2s1` gave MITF primary 0, TEAD-YAP block -6, FBW7 act 0.1 and GPR151 activ -0.3.
`Cc1cc2nc(-c3cccnc3SCC(=O)N3CCOCC3)[nH]c2cc1C` gave MITF primary 0, TEAD-YAP block -14, FBW7 act -0.3 and GPR151 activ -7.5.
For CC(NC(=O)/C(=C\c1ccc(F)cc1)NC(=O)c1ccco1)C(=O)O (stereo not given) the results were MITF primary -8, TEAD-YAP block 2, FBW7 act 0.0 and GPR151 activ -1.1.
Screening Cc1ccc(NC(=O)c2ccccc2[N+](=O)[O-])cc1F returned MITF primary -21, TEAD-YAP block -21, FBW7 act -0.3 and GPR151 activ -1.1.
For Cc1ccc(/C=C/S(=O)(=O)NCC(=O)OCC(=O)c2ccc[nH]2)cc1 the results were MITF primary -2, TEAD-YAP block 2, FBW7 act 0.4 and GPR151 activ 0.0.
Cc1cccc(C)c1OCC(=O)Nc1ccc(S(=O)(=O)Nc2ccccn2)cc1 was read as MITF primary -1, TEAD-YAP block -5, FBW7 act 0.0 and GPR151 activ 1.1.
Screening COc1cc2c(CCNC(C)=O)c[nH]c2cc1O returned MITF primary -1, TEAD-YAP block -7, FBW7 act -0.2 and GPR151 activ 2.2.
`Cc1cc(NC(=O)C2CCCN(c3ccc(-c4ccc(Cl)cc4)nn3)C2)on1` (stereo not given) gave MITF primary -2, TEAD-YAP block -31, FBW7 act -0.1 and GPR151 activ 0.1.
`O=S(=O)(NC1CCN(c2nc(-c3ccccc3)cs2)CC1)c1ccccc1` gave MITF primary 2, TEAD-YAP block 4, FBW7 act -0.2 and GPR151 activ -0.2.
Screening COc1ccc(NC(=O)C(=O)C2C(=O)Nc3ccccc32)cc1 (stereo not given) returned MITF primary 3, TEAD-YAP block 7, FBW7 act 0.6 and GPR151 activ 0.0.

Continued, overlapping the part above by 5 compounds.
Cc1cccc(C)c1OCC(=O)Nc1ccc(S(=O)(=O)Nc2ccccn2)cc1 was read as MITF primary -1, TEAD-YAP block -5, FBW7 act 0.0 and GPR151 activ 1.1.
Screening COc1cc2c(CCNC(C)=O)c[nH]c2cc1O returned MITF primary -1, TEAD-YAP block -7, FBW7 act -0.2 and GPR151 activ 2.2.
`Cc1cc(NC(=O)C2CCCN(c3ccc(-c4ccc(Cl)cc4)nn3)C2)on1` (stereo not given) gave MITF primary -2, TEAD-YAP block -31, FBW7 act -0.1 and GPR151 activ 0.1.
`O=S(=O)(NC1CCN(c2nc(-c3ccccc3)cs2)CC1)c1ccccc1` gave MITF primary 2, TEAD-YAP block 4, FBW7 act -0.2 and GPR151 activ -0.2.
Screening COc1ccc(NC(=O)C(=O)C2C(=O)Nc3ccccc32)cc1 (stereo not given) returned MITF primary 3, TEAD-YAP block 7, FBW7 act 0.6 and GPR151 activ 0.0.
For CSc1ccccc1C(=O)Nc1nccs1 the results were MITF primary 17, TEAD-YAP block 0, FBW7 act 0.5 and GPR151 activ 0.3.
For Cc1cc(C)c2oc(-c3cccc(NC(=O)c4cncc(Br)c4)c3)nc2c1 the results were MITF primary 6, TEAD-YAP block -23, FBW7 act 0.9 and GPR151 activ 0.5.
For CN(Cc1ccc(F)cc1)c1ccc(OCC(=O)NCc2cccnc2)nn1 the results were MITF primary 1, TEAD-YAP block -2, FBW7 act 0.1 and GPR151 activ 3.0.
CC(=O)Nc1ccc(S(=O)(=O)N2CCCC(c3nc(-c4ccc(C)cc4)no3)C2)cc1 (stereo not given) was read as MITF primary 5, TEAD-YAP block 19, FBW7 act 0.0 and GPR151 activ 0.4.
Screening COC(=O)c1ccc(Cl)c(NS(C)(=O)=O)c1 returned MITF primary 1, TEAD-YAP block 10, FBW7 act -0.1 and GPR151 activ -0.4.
For COc1ccccc1/C=C/C(=O)Nc1ccccc1F the results were MITF primary -13, TEAD-YAP block -44, FBW7 act 0.4 and GPR151 activ -4.1.
`CC1(C)CC(=O)C(C=NCCc2ccc(S(N)(=O)=O)cc2)=C(O)C1` gave MITF primary 9, TEAD-YAP block 1, FBW7 act 0.5 and GPR151 activ 0.1.
C=CCOc1ccc(C2/C(=C(/O)c3ccc(OCCC)c(C)c3)C(=O)C(=O)N2Cc2cccnc2)cc1 (stereo not given) was read as MITF primary -6, TEAD-YAP block -22, FBW7 act 0.0 and GPR151 activ 1.3.
Screening O=C(O)/C=C/C(=O)Nc1ccc(C(F)(F)F)cc1 returned MITF primary 11, TEAD-YAP block 2, FBW7 act 0.4 and GPR151 activ -0.6.
Screening CS(=O)(=O)N1CCN(S(=O)(=O)c2ccc(Cl)cc2)CC1 returned MITF primary 17, TEAD-YAP block -1, FBW7 act 1.4 and GPR151 activ -1.2.
For N#CCOC(=O)/C(=C\c1cccs1)c1cccs1 the results were MITF primary 1, TEAD-YAP block 0, FBW7 act -0.1 and GPR151 activ -0.1.
Screening O=C(CN1C(=O)C2CCCN2S(=O)(=O)c2ccccc21)NCCc1ccccc1 (stereo not given) returned MITF primary 11, TEAD-YAP block 2, FBW7 act 0.1 and GPR151 activ 0.0.
CCCCC(=O)Nc1ccc(C(=O)NNC(=O)c2ccc([N+](=O)[O-])cc2)cc1 was read as MITF primary 14, TEAD-YAP block 3, FBW7 act 0.4 and GPR151 activ -0.3.
Screening CC(CC(=O)Nc1ccc(F)cc1F)S(=O)(=O)c1ccc2c(c1)OCC(=O)N2 (stereo not given) returned MITF primary 10, TEAD-YAP block 4, FBW7 act 0.1 and GPR151 activ 0.2.
Screening Cc1ccccc1C(=O)Nc1ccc(NC(=O)c2cccs2)cc1 returned MITF primary -2, TEAD-YAP block -55, FBW7 act -0.1 and GPR151 activ -0.4.
For COCc1c(C(=O)N/N=C\c2ccc(Cl)cc2Cl)nnn1-c1nonc1N the results were MITF primary 16, TEAD-YAP block 9, FBW7 act -0.1 and GPR151 activ 4.1.
CNc1ccccc1C(=O)OCC(=O)c1cccs1 was read as MITF primary -4, TEAD-YAP block -31, FBW7 act 0.2 and GPR151 activ -2.0.
